Hsp70 displacement: Hsp70 inhibitors, probe displacement, primary screen, biochemical, fluorescence polarization (AID 583); Heat shock 70 kDa protein 1A (Homo sapiens); Hsp70 fluorescence polarization probe displacement, mP; higher % means a stronger effect; one-dose displacement, % at 20 µM; IC50 in µM for titrated hits; 140,000 compounds, 0.06% hits; in the data active = displacement above about 50%;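 note: plate controls were vehicle for no effect and reference ligand for full effect; a part of the inactive calls stands beside numbers as strong as those of hits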
MKP-3 inhibition: MKP-3 phosphatase inhibitors, primary screen, biochemical, rat enzyme, in vitro (AID 425). 110,000 compounds, 0.17% hits. recombinant MKP-3 phosphatase activity, fluorescence; higher % means a stronger effect. inhibition, % at 20 µM, or IC50 in µM where a hit was titrated. Dual specificity protein phosphatase 6 (Rattus norvegicus); in the data active = inhibition above about 50%;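 note: plate controls were vehicle for no effect and reference inhibitor for full effect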
Numbers without * were called inactive; nt = not tested or not shown; & = joins results of further samples. Some of the compounds tested; rates above refer to the full screens.

Second line of a record: Hsp70 displacement, MKP-3 inhibition
- COc1ccc(NC(=O)c2cccnc2N2CCCC2)cc1
  1.7%, nt
- Nc1cccc(-c2nnc(-c3ccccc3)o2)c1
  3.5%, 2%
- O=C(c1cccc(Br)c1)N1CCN(c2ccc(Cl)cc2[N+](=O)[O-])CC1
  -2.6%, 3%
- O=C(Nn1cnnc1)c1ccc(F)cc1
  5.7%, 1%
- CN1C(=O)NC(=O)/C(=C/c2ccc(O)c(Br)c2)C1=O
  3.9%, 0%
- O=C(c1ccc(F)cc1)N1CCN(C2CC3CCC2C3)CC1 (stereo not drawn)
  3.3%, 0%
- Cc1cc(=O)[nH]c(SCC(=O)Nc2ccc(S(N)(=O)=O)cc2)n1
  4.4%, -3%
- Cc1ccc(-c2nc3sc4c(c3c(=O)[nH]2)CCCC4)cc1
  -4.9%, 4%
- CC1CCCC(NC(=O)CSc2nnnn2C)C1C (stereo not drawn)
  -0.2%, -4%
- CCSc1nnc(NC(=O)CSc2ncccn2)s1
  -5.7%, -5%
- CCCCCc1ccc(-c2ccc(C(=O)O)cc2)nc1
  3.5%, nt
- COC(=O)C(O)(CC(=O)Nc1ccc(OC(F)(F)F)cc1)C(F)(F)F (stereo not drawn)
  0.5%, 0%
- CCOc1ccc(C(=O)NC2CCN(C(=O)N3CCCC3)CC2)cc1
  2.5%, nt
- COc1cc(OC)cc(-c2nnc(SCC(=O)N3c4ccccc4Sc4ccccc43)o2)c1
  -0.5%, -12%
- Cc1ccc(C(=O)NCCn2cc(SCC(=O)Nc3nnc(C)s3)c3ccccc32)cc1
  3.8%, -8%
- CC(C)OC(=O)C(CC(=O)O)N1CCOCC1 (stereo not drawn)
  1.1%, nt
- Cc1cc(C(=O)CSc2nnnn2-c2ccc(Cl)cc2)c(C)n1CC1CCCO1 (stereo not drawn)
  -7.5%, -6%
- CCOCc1nc(N)[nH]c(=O)c1Cc1ccc(OC(C)C)cc1
  0.6%, -3%
- Cn1nc(-c2ccc(C(=O)N3CCN(CCO)CC3)cc2)c2ccccc2c1=O
  -3.0%, nt
- C=CCSc1nc2ccccc2n1S(=O)(=O)c1ccc(Cl)cc1
  2.2%, nt
- Cc1cc(NC(=O)c2cncc(Br)c2)no1
  5.5%, nt
- COc1cccc(C(c2nnnn2Cc2ccc(F)cc2)N2CCC(C(N)=O)CC2)c1OC (stereo not drawn)
  1.0%, -15%
- CCn1c2ccccc2c2cc(C3N=C(N)Nc4nc5ccccc5n43)ccc21 (stereo not drawn)
  -2.8%, -14%
- COc1ccccc1NC(=O)c1ccc(N(Cc2ccccc2)S(C)(=O)=O)cc1
  2.2%, 0%
- COCC(=O)Nc1nc2n(n1)C(c1ccccc1)CC(c1ccc(OC)cc1)N2 (stereo not drawn)
  -4.1%, -10%
- O=C(NCc1cccnc1)c1ccc2ccccc2c1
  -2.9%, 1%
- C=C(C)c1cccc(C(C)(C)NC(=O)Nc2ccc(C(=O)N3CCOCC3)cc2)c1
  3.3%, 3%
- Cc1ccc(S(=O)(=O)N(C)Cc2nc(-c3ccccn3)no2)cc1
  -0.4%, nt
- COc1cccc(N2C(=O)C=C(C)C2=O)c1
  2.8%, 2%
- CC(=O)Oc1ccccc1C(=O)Oc1ccc(/C=N/n2cnnc2)cc1
  -7.6%, -11%

(more compounds)
Second line of a record: Hsp70 displacement, MKP-3 inhibition
- CCOc1ccccc1NC(=O)c1c(NC(=O)c2ccccc2F)sc2c1CCC(C)C2 (stereo not drawn)
  -2.0%, 3%
- Brc1ccc(Sc2nc3ccccc3[nH]2)cc1
  6.3%, 0%
- CCCCOC(=O)C1CCC[C@@H](C)N1 (stereo partly drawn)
  4.8%, nt
- COc1cc(-c2nc3cnccc3n2C)cc(OC)c1OC
  1.3%, -2%
- COc1cc(C(=O)N2CCN(C3C4CC5CC(C4)CC3C5)CC2)cc(OC)c1OC (stereo not drawn)
  -2.3%, 4%
- CC1CCN(C(=O)CCc2ccc(S(=O)(=O)NC(C)(C)C)cc2)CC1
  0.9%, nt
- Cc1occc1C(=O)Nc1cccnc1
  2.8%, -4%
- CCOc1ccc(C(=O)COC(=O)c2cccc(I)c2)cc1
  -2.6%, 2%
- CC(C)=C(NC(=O)c1ccccc1)C(=O)NCCCC(=O)O
  -2.3%, -11%
- CCOc1ccc(Nc2nc(O)c(C3=c4cc(Br)ccc4=NC3=O)s2)cc1
  2.2%, 22%
- COc1ccc(C)cc1NC(=O)COc1ccc(Cl)cc1C
  -0.6%, 2%
- O=C(NCCO)c1ccc(CSc2nc3sc4c(c3c(=O)[nH]2)CCCC4)cc1
  0.9%, 7%
- CCc1ccc(-c2cc(C(=O)N3CCN(c4cccc(Cl)c4)CC3)c3ccccc3n2)cc1
  2.2%, 1%
- COc1ccc(COCC(O)CN2CC(C)OC(C)C2)cc1OC (stereo not drawn)
  5.1%&-1.6%, 0%
- Cc1[nH]c(=O)[nH]c(=O)c1S(=O)(=O)N1CCCC(C(=O)NCCc2ccccc2)C1 (stereo not drawn)
  nt, 2%
- O=C1C2C(C(=O)N1CCc1ccccc1)C1C=CC2C12CC2 (stereo not drawn)
  3.2%, nt
- CCOC(=O)Cc1csc(NC(=O)c2cnc3scc(C)n3c2=O)n1
  -0.5%, -2%
- CC(=O)c1c(N)nc2n(c1=O)CCCCC2
  0.6%, 5%
- Cc1cc(C)c(NC(=O)Cn2cnc3c2c(=O)n(C)c(=O)n3C)c(C)c1
  2.2%, -2%
- Cc1ccc2c(c1)[C@H]1OCC[C@H]1[C@@H](c1ccncc1)N2
  -6.6%, -4%
- CC1(C(=O)CSc2nc3ccccc3s2)CCC(=O)O1 (stereo not drawn)
  1.3%, -3%
- Cc1nc2ccccc2n1CCc1nc2c3ccccc3nc(SCC#N)n2n1
  1.0%, nt
- CC(=O)Nc1cc(-c2ccccc2)nn1Cc1ccccc1
  -1.9%, -2%
- COC(=O)c1ccc(C2CC(=O)NC3=C2C(=O)CCC3)cc1 (stereo not drawn)
  -2.7%, -4%
- O=S1(=O)CCC(Nc2ccccc2)C1 (stereo not drawn)
  -1.7%, 2%
- Cc1ccc(S(=O)(=O)Nc2ccc3ccccc3c2)cc1
  -4.2%, 1%
- Cc1ccc(N=C(NOCc2cccc(Br)c2)c2nonc2N)cc1
  -0.7%, 5%
- Cc1ccc(S(=O)(=O)N(C#N)c2nc(C)cc(C)n2)cc1
  -3.4%, nt
- CCSc1nc(C)nc2c1oc1ccccc12
  0.6%, -12%
- CCc1nc(NCCC(C)C)c(C#N)c2c1CCCC2
  -6.6%, nt

Overlap with the part before: 6 entries; new compounds follow.
Second line of a record: Hsp70 displacement, MKP-3 inhibition
- O=S1(=O)CCC(Nc2ccccc2)C1 (stereo not drawn)
  -1.7%, 2%
- Cc1ccc(S(=O)(=O)Nc2ccc3ccccc3c2)cc1
  -4.2%, 1%
- Cc1ccc(N=C(NOCc2cccc(Br)c2)c2nonc2N)cc1
  -0.7%, 5%
- Cc1ccc(S(=O)(=O)N(C#N)c2nc(C)cc(C)n2)cc1
  -3.4%, nt
- CCSc1nc(C)nc2c1oc1ccccc12
  0.6%, -12%
- CCc1nc(NCCC(C)C)c(C#N)c2c1CCCC2
  -6.6%, nt
- CCN(CC)S(=O)(=O)c1cccc(C(=O)Nc2ccccc2C(=O)N2CCOCC2)c1
  2.5%, 1%
- Cc1ccc(S(=O)(=O)N(Cc2ccccc2)c2ccccc2C(=O)NC2CCCC2)cc1
  6.8%, 0%
- Cc1cc(C)n(CCc2nc3c4ccccc4n(CC(=O)Nc4ccc(Cl)cc4F)c(=O)n3n2)n1
  -1.5%, -6%
- COc1ccc(CCNC(=O)C2CCCN(Cc3nc(-c4ccccc4C)oc3C)C2)cc1OC (stereo not drawn)
  9.8%, -4%
- COc1ccc(C(=O)CSc2nc3ccccc3c(=O)[nH]2)cc1
  0.0%, -3%
- CCCCNCCCCCOc1c(C)cc(C)cc1C
  -4.4%, 4%
- Cn1cccc1Cc1nnc(SCC(=O)Nc2nccs2)n1CCc1ccccc1
  -0.2%, -12%
- COC(=O)CNC(=O)Cn1ccc2ccccc2c1=O
  2.8%, -2%
- COc1cccc(NC(=O)CN2CCN(c3ccc(F)cc3)CC2)c1
  -0.1%, 7%
- O=C(O)CCC(=O)N1N=C(c2c(-c3ccccc3)c3cc(Cl)ccc3[nH]c2=O)CC1c1ccccc1 (stereo not drawn)
  -3.9%, 4%
- O=C1C2Sc3[nH]c(=O)sc3C(c3ccccc3)C2C(=O)N1c1ccccc1 (stereo not drawn)
  2.6%, nt
- CCOc1cc2c(C)cc(=O)oc2cc1Cl
  -3.0%, -10%
- O=C(CSc1nc(-c2ccccc2)cc(C(F)(F)F)n1)NCc1ccco1
  -2.6%, nt
- Cn1c(=O)[nH]c(=O)c2[nH]c(CN3CCN(C(=O)c4ccco4)CC3)nc21
  -3.8%, 0%
- CCOC(=O)C1=C(c2ccccc2)NC(SC)=C(C#N)C1c1ccco1 (stereo not drawn)
  -2.2%, 6%
- CC(C)N1CC(O)=C(c2ccccc2)C1=N
  -1.6%, 1%
- O=C(Cn1nc(-c2ccc(Cl)cc2)ccc1=O)NCCCN1CCN(Cc2ccccc2)CC1
  -0.7%, -6%
- Cc1ccc(C)c(NC(=O)CNS(=O)(=O)c2ccccc2)c1
  1.9%, -10%
- O=C(O)c1nc(N2CCOCC2)nc(N2CCOCC2)n1
  5.4%, nt
- Cc1ccccc1-c1c(C)oc2cc(O)ccc2c1=O
  0.4%, -14%
- Cc1ccc(C(C)C)c(OCC(=O)Nc2ccccc2N2CCN(C)CC2)c1
  1.0%, -12%
- O=C(NCCCNCc1ccccc1)c1ccc(/C=N/O)nc1
  -6.8%, -10%
- C=CCN1C(=O)/C(=C\c2cc(Br)cc(Cl)c2O)C(=O)NC1=S
  4.4%, 5%
- Cc1nn(-c2ccccc2)c(C)c1CC(=O)N(c1ccccc1)c1ccccc1
  -2.3%, 0%
- CCN(CC)C(=O)c1sc(NC(=O)Cc2ccccc2)c(C#N)c1C
  -2.4%, nt
- Cc1ccc(NC(=O)C(=O)NCCc2ccc(Cl)cc2)cc1
  2.1%, -4%
- CC1(C)Cc2cccc(OCC(=O)Nc3nccs3)c2O1
  -0.9%, -6%
- Cn1c(SCC(=O)Nc2cc(=O)n(C)c(=O)n2C)nnc1-c1cccs1
  -2.5%, -2%
- O=C(c1cccs1)N1CCN(Cc2nc3ccccc3c(=O)[nH]2)CC1
  -1.3%, 5%
- Cc1ccc(CN2CCN(Cc3c[nH]c4ccccc34)CC2)cc1
  0.7%, 1%

Random excerpt: 6 compounds from above
Second line of a record: Hsp70 displacement, MKP-3 inhibition
- Cn1cccc1Cc1nnc(SCC(=O)Nc2nccs2)n1CCc1ccccc1
  -0.2%, -12%
- CC1(C)Cc2cccc(OCC(=O)Nc3nccs3)c2O1
  -0.9%, -6%
- COc1ccc(C(=O)CSc2nc3ccccc3c(=O)[nH]2)cc1
  0.0%, -3%
- O=C(Cn1nc(-c2ccc(Cl)cc2)ccc1=O)NCCCN1CCN(Cc2ccccc2)CC1
  -0.7%, -6%
- CCN(CC)C(=O)c1sc(NC(=O)Cc2ccccc2)c(C#N)c1C
  -2.4%, nt
- COc1cccc(NC(=O)CN2CCN(c3ccc(F)cc3)CC2)c1
  -0.1%, 7%

Remaining list, next part:
Structure	Hsp70 displacement	MKP-3 inhibition
COc1ccc(-c2cc(C(=O)N3CCN(Cc4ccccc4)CC3)no2)cc1OC	3.9%	-2%
CC1(C)CC(=O)C2=C(C1)OC(N)=C(C#N)C2c1c2ccccc2cc2ccccc12 (stereo not drawn)	-9.4%	3%
O=C(NCc1ccco1)/C(=C/c1cccc([N+](=O)[O-])c1)NC(=O)c1cccs1	1.2%	-2%
O=C(Nc1nncs1)c1ccccc1NS(=O)(=O)c1cccs1	-2.7%	-15%
CC(C)C[C@H](NC(=O)OC(C)(C)C)c1nnc(SCC(=O)Nc2ccc(Br)cc2)o1	-1.1%	-8%
CSc1nc(-c2ccccc2)nc(N2CCOCC2)c1C(C)=O	3.3%	0%
COc1cc(C=O)ccc1OCc1c(C)no[n+]1[O-]	-3.1%	3%
Cc1cc(C)c(NC(=S)NC(NC(=O)c2ccc(Br)cc2)C(Cl)(Cl)Cl)c(C)c1 (stereo not drawn)	5.1%	-4%
CCOc1ccc(N(CC(=O)N2CCCCC2)S(C)(=O)=O)cc1	1.8%	2%
Cc1nnc(-c2cnn(C)c2N)n1Cc1ccccc1F	3.8%	nt
CCOc1ccc(N(CC(=O)NC(C)CC)S(=O)(=O)c2c(C)noc2C)cc1 (stereo not drawn)	0.8%	-6%
Cc1c(C(=O)OCCOc2ccccc2)[nH]c2c1C(=O)CCC2	nt	-14%
COc1ccc(C2Nc3ccccc3C(=O)N2Cc2ccco2)cc1COc1ccc([N+](=O)[O-])cc1 (stereo not drawn)	1.9%&-4.2%	1%
Cn1c2ccc(I)cc2c2cc(C(=O)C(F)(F)F)ccc21	0.7%	-2%
COc1ccc(Cl)cc1C(=O)Nc1ccc(C)cc1C	0.5%	4%
O=C(c1cc(-c2ccccc2)nc2ccccc12)N1CCc2ccccc2C1	1.0%	5%
Cc1ccc(-c2nc3cc(NC(=O)C(C)C)ccc3o2)cc1C	5.3%	-1%
Cc1cccc2cc(CN(Cc3ccco3)C(=O)NC3CCCCC3)c(=O)[nH]c12	0.6%	-4%
COc1ccccc1NC(=O)c1ccc(NC(=O)C(C)(C)C)cc1	2.0%	0%
COc1ccccc1C(=O)Nc1ncn[nH]1	-1.6%	-1%
Cc1cc(O)cc(O)c1-c1onc(C(F)(F)F)c1-c1cscn1	0.1%	-12%
COCCOC(=O)C1=C(C)N=c2s/c(=C/c3ccccc3OC)c(=O)n2C1c1ccc(OC)cc1 (stereo not drawn)	-1.6%	4%
NC(=O)C1CCN(C(=O)C2c3ccccc3C(=O)N3CCc4ccccc4C23)CC1 (stereo not drawn)	3.7%	6%

Screening data from PubChem BioAssay.
